Bioassay records deposited in PubChem by several laboratories.
TNAP activators: human TNAP enzyme activators, primary screen, biochemical, luminescent, no phosphate acceptor, uHTS (AID 1001) | purified TNAP, luminescent activation assay, no phosphate acceptor; higher activation fold means a stronger effect | activation fold at 20 µM; hits with a dose series show EC50 in µM | 200,000 compounds, 0.03% hits; in the data active = activation fold from about 3, or a potency from the dose series; inactive = the rest, 99 in 100 with activation fold below about 1.6; also: many of its hits are not listed in these tables
PhoP inhibition: inhibitors of PhoP regulon expression, primary screen, Salmonella Typhimurium, GFP reporter (AID 1863); S. Typhimurium PhoP-regulated promoter GFP reporter, 4 h; higher % means a stronger effect; inhibition, % at 50 µM; hits with a dose series show IC50 in µM; 300,000 compounds, 0.16% hits;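 active = inhibition over 29.93%, a cutoff 3 SD above the screen mean, later confirmed by dose response; inconclusive = inhibition over 29.93% but no dose response follow-up; inactive = inhibition at most 29.93% or unconfirmed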;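 also: 0% = low Mg2+ inducing control and 100% = high Mg2+ repressing control; strong numbers were not always called active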
Large T inhibition: SV40 large T antigen inhibitors, biochemical (AID 1903). SV40 large T antigen ATPase/helicase inhibition assay; higher % means a stronger effect. inhibition, % at 20 µM; hits with a dose series show IC50 in µM. 310,000 compounds, 0.39% hits; in the data active = a potency from the dose series; inconclusive = inhibition mostly from about 32% at the one dose, without a potency; inactive = the rest, 99 in 100 with inhibition below about 32%; also: strong numbers were not always called active
T cell modulator: T cell immune modulation candidate; 2C CD8+ T cell-vesicle binding, flow cytometry; hits give low values; calls only at 7 µM; 330,000 compounds, 0.068% hits;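 active = response, share of CD8 T cells binding vesicles, and their 90th percentile fluorescence all below set limits, cut at about 80% in these data, passing the limit was not always enough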
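incubation = binding step 1.5 h, 37 °C, antibody labelling 20 min, ice | test system = 2C mouse CD8+ T cells | read-out basis = percent CD8+ FL2 mean versus row control | controls = Peptide-free naked vesicles (low) and QL9 vesicles with 0.7% DMSO vehicle (high) | detection = flow cytometry of vesicle-bound cells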
MgcRacGAP inhibition: MgcRacGAP GTPase-activating activity inhibitors, confirmation, biochemical, ADP Hunter fluorescence | MgcRacGAP-stimulated Rac1 GTP hydrolysis, ADP Hunter fluorescence; higher % means a stronger effect; GST-tagged Rac1 F28L mutant substrate | inhibition, % at 30 µM; hits with a dose series show IC50 in µM | AID 624330 | 340,000 compounds, 0.6% hits;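 active = first-screen hits whose inhibition reached a set limit at any dose in the follow-up dose series; inconclusive = inhibition above the set first-screen limit but never retested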;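 also: fluorescence reports GDP produced by GAP-driven GTP hydrolysis; strong numbers were not always called active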
NTR1 ag: NTR1-driven beta-arrestin-GFP spot formation – imaging, U2OS cells, high content, primary screen (AID 493036). P30989. agonist mode. activation, % at 20 µM. 330,000 compounds, 0.17% hits;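 active = activation at or above 40% of the spot to cytoplasm intensity ratio, with at least 20 cells analyzed; inconclusive = wells under 20 cells, flagged as cytotoxic or low count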;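 also: 0% = DMSO without peptide and 100% = 100 nM NTR1 peptide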
Target sequence (P30989 whole entry, looked up): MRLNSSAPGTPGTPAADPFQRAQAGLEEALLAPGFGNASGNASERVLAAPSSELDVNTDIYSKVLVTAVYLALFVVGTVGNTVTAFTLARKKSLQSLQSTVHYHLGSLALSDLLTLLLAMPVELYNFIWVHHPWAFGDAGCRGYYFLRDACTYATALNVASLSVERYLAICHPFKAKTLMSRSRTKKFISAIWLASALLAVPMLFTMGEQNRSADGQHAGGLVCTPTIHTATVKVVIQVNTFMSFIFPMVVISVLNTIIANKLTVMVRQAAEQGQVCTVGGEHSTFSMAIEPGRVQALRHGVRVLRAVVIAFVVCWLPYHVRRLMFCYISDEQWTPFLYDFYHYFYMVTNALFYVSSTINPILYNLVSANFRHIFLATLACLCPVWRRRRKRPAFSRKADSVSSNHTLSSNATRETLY
UTI89 phage lysis: protection from phage-mediated lysis, alamar blue read-out – E. coli UTI89, K1F phage, bacterial capsule biogenesis inhibitors (AID 488966); E. coli UTI89 K1F phage lysis, alamar blue, 2 h; higher % means a stronger effect; inhibition, % at 100 µM; hits with a dose series show IC50 in µM; 340,000 compounds, 0.02% hits;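 active = phage lysis inhibition, versus mean bacterial control, above a set limit; inconclusive = no clear call, values can overlap the other calls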;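 also: capsule biogenesis inhibitors block K1F phage lysis so surviving cells raise fluorescence; higher fluorescence means more inhibition of phage lysis; actives were called in the ten point dose series up to 300 µM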
RSV CPE inhibition: inhibition of RSV-induced cytopathic effect – HEp-2 cells, primary 10 µM value included (AID 2391). HEp-2 cells, RSV-induced CPE inhibition; higher % means a stronger effect. CPE inhibition, % at 10 µM, or IC50 in µM where a hit was titrated. 310,000 compounds, 0.13% hits; in the data active = a potency from the dose series; inconclusive = CPE inhibition mostly from about 23% at the one dose, without a potency; inactive = the rest, 99 in 100 with CPE inhibition below about 21%; also: strong numbers were not always called active
Myeloid diff MLP: promotes myeloid progenitor differentiation; ER-HoxA9 myeloid progenitors, lysozyme-GFP differentiation, flow cytometry; calls only at 10 µM; 360,000 compounds, 1% hits; AID 624256;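 active = normalized GFP-positive differentiation at or above the plate's own cutoff, the solvent-only control mean plus 3 SD; inconclusive = no clear call, values can overlap the other calls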;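 also: cells exposed to compound for four days before flow analysis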
T cell modulator vesicle-bound %: second read-out of T cell modulator, no call of its own (marks repeat the call); double positive events, %; measured here: CD8+ vesicle-bound cell fraction;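 binding gate set so that unloaded-vesicle control wells show 10% double positive cells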
NTR1 ag cell count 20 µM: also measured in NTR1 ag; calls as there; cell count; measured here: cell count, cytotoxicity flag
Myeloid diff MLP GFP+ MAC1+ %: recorded beside Myeloid diff MLP, whose call it bears; GFP+ MAC1+ double positive, %; measured here: differentiation confirmed by MAC1 staining
* marks the source's active call; other numbers are inactive results; [ ] = another dose, or the depositor's remark.

CCCCNC(=O)/C(C#N)=C/c1ccc2c(c1)OCCO2 was read as TNAP activators 1.2, PhoP inhibition -6.5%, Large T inhibition 18.2%, T cell modulator active, MgcRacGAP inhibition 8.5%, NTR1 ag -0.2, UTI89 phage lysis 5.1%, RSV CPE inhibition -0.2%, Myeloid diff MLP inactive, NTR1 ag cell count 20 µM 65 and Myeloid diff MLP GFP+ MAC1+ % 0.5.
For Cc1ccc(-c2cc(-c3cccc(F)c3)n[nH]2)c(O)c1 the results were TNAP activators 1, PhoP inhibition 2.3%, Large T inhibition 14.3%, T cell modulator inactive, MgcRacGAP inhibition 9.3%, NTR1 ag 17.5, UTI89 phage lysis 1.1%, RSV CPE inhibition 22.0%, Myeloid diff MLP inactive, T cell modulator vesicle-bound % 30.0, NTR1 ag cell count 20 µM 71 and Myeloid diff MLP GFP+ MAC1+ % 0.4.
COc1cccc(NS(=O)(=O)c2cc3c(cc2C)N(C(C)=O)CCO3)c1 was read as Large T inhibition 6.9%, T cell modulator inactive, MgcRacGAP inhibition 7.9%, NTR1 ag 3.1, UTI89 phage lysis 3.9%, RSV CPE inhibition -0.2%, Myeloid diff MLP inactive, NTR1 ag cell count 20 µM 60 and Myeloid diff MLP GFP+ MAC1+ % 1.7.
Screening CCN(CC)C(=O)CSc1nc2ccccc2c(=O)n1CCC(=O)NCc1ccc(F)cc1 returned TNAP activators 1.1, PhoP inhibition -11.5%, Large T inhibition 6.1%, T cell modulator inactive, MgcRacGAP inhibition 10.2%, NTR1 ag -1.0, UTI89 phage lysis 1.1%, RSV CPE inhibition 0.7%, Myeloid diff MLP inactive, T cell modulator vesicle-bound % 18.2, NTR1 ag cell count 20 µM 75 and Myeloid diff MLP GFP+ MAC1+ % 2.3.
O=C(Nc1ccc(S(=O)(=O)Nc2ncccn2)cc1)C1=NN(c2ccccc2)C(=O)CC1 was read as PhoP inhibition 3.5%, Large T inhibition 21.8%, T cell modulator inactive, MgcRacGAP inhibition 5.8%, NTR1 ag -0.2, UTI89 phage lysis 0.2%, RSV CPE inhibition 2.5%, Myeloid diff MLP inactive, T cell modulator vesicle-bound % 27.6, NTR1 ag cell count 20 µM 59 and Myeloid diff MLP GFP+ MAC1+ % 1.0.
`C[C@H](NC(=O)c1nc[nH]c1C(=O)NCCCCCN)C(=O)OCc1ccccc1` gave Large T inhibition -3.3%, MgcRacGAP inhibition 1.7%, NTR1 ag 1.8, UTI89 phage lysis 0.8%, RSV CPE inhibition 0.5%, Myeloid diff MLP inactive, NTR1 ag cell count 20 µM 51 and Myeloid diff MLP GFP+ MAC1+ % 1.3.
`CCOc1ccc(Cl)cc1CNCCNCC(C)O` (centres undefined) gave TNAP activators 1, PhoP inhibition 1.0%, Large T inhibition 0.6%, T cell modulator inactive, MgcRacGAP inhibition 5.1%, NTR1 ag -0.3, UTI89 phage lysis 5.7%, RSV CPE inhibition -1.4%, Myeloid diff MLP inactive, T cell modulator vesicle-bound % 59.5, NTR1 ag cell count 20 µM 55 and Myeloid diff MLP GFP+ MAC1+ % 2.2.
`CCCCN(C(=O)CSc1nnnn1C)c1c(N)n(Cc2ccccc2)c(=O)[nH]c1=O` gave PhoP inhibition -5.5%, Large T inhibition 15.2%, T cell modulator inactive, MgcRacGAP inhibition 9.6%, NTR1 ag -1.7, UTI89 phage lysis -0.1%, RSV CPE inhibition 0.1%, Myeloid diff MLP inactive, T cell modulator vesicle-bound % 31.4, NTR1 ag cell count 20 µM 68 and Myeloid diff MLP GFP+ MAC1+ % 0.3.
Screening CCn1c(CCCOc2ccc(Cl)cc2Cl)nnc1SCC(=O)Nc1cc(F)ccc1C returned TNAP activators 1.1, PhoP inhibition -9.8%, Large T inhibition 12.0%, T cell modulator inactive, MgcRacGAP inhibition 4.9%, NTR1 ag 17.0, UTI89 phage lysis 6.0%, RSV CPE inhibition 15.8%, Myeloid diff MLP inactive, T cell modulator vesicle-bound % 33.9, NTR1 ag cell count 20 µM 68 and Myeloid diff MLP GFP+ MAC1+ % 1.0.
Clc1ccsc1-c1ccnc(-n2cccc2)n1 was read as TNAP activators 1, PhoP inhibition -8.7%, Large T inhibition 3.1%, T cell modulator inactive, MgcRacGAP inhibition 0.3%, NTR1 ag 3.0, UTI89 phage lysis 0.2%, RSV CPE inhibition inconclusive, Myeloid diff MLP inactive, T cell modulator vesicle-bound % 37.8, NTR1 ag cell count 20 µM 49 and Myeloid diff MLP GFP+ MAC1+ % 0.4.
`COCCNC(=O)NC(=O)CSc1nc(C)c(C)c(C)n1` gave TNAP activators 1.2, PhoP inhibition 5.7%, Large T inhibition 5.3%, T cell modulator inactive, MgcRacGAP inhibition 7.4%, NTR1 ag -0.5, UTI89 phage lysis 0.3%, RSV CPE inhibition 0.1%, Myeloid diff MLP active, T cell modulator vesicle-bound % 61.4, NTR1 ag cell count 20 µM 65 and Myeloid diff MLP GFP+ MAC1+ % 9.1*.
CC(C)N1CCN(Cc2cccn2-c2ccccn2)CC1CCO (centres undefined) was read as TNAP activators 1.1, PhoP inhibition -4.5%, Large T inhibition 4.5%, T cell modulator inactive, MgcRacGAP inhibition 3.0%, NTR1 ag 0.8, UTI89 phage lysis 0.3%, RSV CPE inhibition -0.5%, Myeloid diff MLP inactive, T cell modulator vesicle-bound % 57.5, NTR1 ag cell count 20 µM 95 and Myeloid diff MLP GFP+ MAC1+ % 0.3.
Screening CC1(C(=O)OCc2cc(=O)n3cc(Br)ccc3n2)CC1(Cl)Cl (centres undefined) returned TNAP activators 1, PhoP inhibition -0.9%, Large T inhibition 1.8%, T cell modulator inactive, MgcRacGAP inhibition -0.8%, NTR1 ag 0.4, UTI89 phage lysis -0.3%, RSV CPE inhibition 0.3%, Myeloid diff MLP inactive, T cell modulator vesicle-bound % 31.3, NTR1 ag cell count 20 µM 78 and Myeloid diff MLP GFP+ MAC1+ % 0.1.
For O=C(CCCC1=NS(=O)(=O)c2ccccc2N1)N1CCN(c2ccc([N+](=O)[O-])cc2)CC1 the results were PhoP inhibition -9.5%, Large T inhibition 16.8%, T cell modulator inactive, MgcRacGAP inhibition 2.0%, NTR1 ag 0.8, UTI89 phage lysis 0.0%, RSV CPE inhibition 2.4%, Myeloid diff MLP inactive, T cell modulator vesicle-bound % 11.5, NTR1 ag cell count 20 µM 78 and Myeloid diff MLP GFP+ MAC1+ % 3.6.
For O=C(CN1C(=O)COc2ccccc21)N1CCc2ccccc2C1 the results were TNAP activators 1.1, PhoP inhibition -1.3%, Large T inhibition -72.9%, T cell modulator inactive, MgcRacGAP inhibition 2.3%, NTR1 ag -1.3, UTI89 phage lysis -0.2%, RSV CPE inhibition 0.8%, Myeloid diff MLP inactive, T cell modulator vesicle-bound % 15.0, NTR1 ag cell count 20 µM 73 and Myeloid diff MLP GFP+ MAC1+ % 0.7.
Cc1ccc(C)c(NC(=S)N2CCC(NC(=O)c3ccccc3)CC2)c1 was read as PhoP inhibition 4.6%, Large T inhibition 5.3%, T cell modulator inactive, MgcRacGAP inhibition 0.7%, NTR1 ag 0.5, UTI89 phage lysis -0.3%, RSV CPE inhibition 0.3%, Myeloid diff MLP inactive, T cell modulator vesicle-bound % 48.0, NTR1 ag cell count 20 µM 47 and Myeloid diff MLP GFP+ MAC1+ % 0.6.
Screening Cc1ccc(NC(=O)c2cc(N3C(=O)CCC3=O)ccc2N2CCOCC2)cc1 returned TNAP activators 1.1, PhoP inhibition 0.8%, Large T inhibition 2.5%, T cell modulator inactive, MgcRacGAP inhibition -0.8%, NTR1 ag -0.6, UTI89 phage lysis 0.0%, RSV CPE inhibition 2.1%, Myeloid diff MLP inactive, T cell modulator vesicle-bound % 29.3, NTR1 ag cell count 20 µM 43 and Myeloid diff MLP GFP+ MAC1+ % 0.6.
O=C(O)CC(NC(=O)Cc1ccc([N+](=O)[O-])cc1)c1ccc2c(c1)OCO2 (centres undefined) was read as TNAP activators 1.1, PhoP inhibition -3.7%, Large T inhibition 8.1%, T cell modulator inactive, MgcRacGAP inhibition 2.3%, NTR1 ag -0.7, UTI89 phage lysis -0.4%, RSV CPE inhibition 3.3%, Myeloid diff MLP inactive, T cell modulator vesicle-bound % 51.2, NTR1 ag cell count 20 µM 111 and Myeloid diff MLP GFP+ MAC1+ % 0.3.
O=C(CCCn1c(=O)[nH]c2cc(Cl)ccc2c1=O)NCC1CCCO1 (centres undefined) was read as TNAP activators 1.1, PhoP inhibition -6.8%, Large T inhibition -2.2%, T cell modulator inactive, MgcRacGAP inhibition 14.8%, NTR1 ag 0.4, UTI89 phage lysis 0.6%[50 µM], RSV CPE inhibition 1.2%, Myeloid diff MLP inactive, T cell modulator vesicle-bound % 47.8, NTR1 ag cell count 20 µM 60 and Myeloid diff MLP GFP+ MAC1+ % 0.9.
Cc1cccc(C(=O)N2CCN=C2SCc2ccc([N+](=O)[O-])cc2)c1 was read as TNAP activators 1.2, PhoP inhibition -5.4%, Large T inhibition -9.1%, T cell modulator inactive, MgcRacGAP inhibition 8.2%, NTR1 ag 0.7, UTI89 phage lysis 0.1%, RSV CPE inhibition -0.4%, Myeloid diff MLP inactive, T cell modulator vesicle-bound % 63.7, NTR1 ag cell count 20 µM 71 and Myeloid diff MLP GFP+ MAC1+ % 0.6.
CC(OC(=O)Cn1cnc2ccccc2c1=O)C(=O)NCc1ccccc1 (centres undefined) was read as PhoP inhibition -7.4%, Large T inhibition 12.5%, T cell modulator inactive, MgcRacGAP inhibition 5.8%, NTR1 ag 0.1, UTI89 phage lysis 0.9%[50 µM], RSV CPE inhibition -0.8%, Myeloid diff MLP inactive, T cell modulator vesicle-bound % 35.3, NTR1 ag cell count 20 µM 64 and Myeloid diff MLP GFP+ MAC1+ % 0.2.
`CCc1ccccc1NC(=O)CCC(=O)c1cccs1` gave PhoP inhibition 0.3%, Large T inhibition 4.6%, T cell modulator inactive, MgcRacGAP inhibition -2.2%, NTR1 ag -0.1, UTI89 phage lysis -0.2%, RSV CPE inhibition 1.6%, Myeloid diff MLP inactive, T cell modulator vesicle-bound % 68.6, NTR1 ag cell count 20 µM 49 and Myeloid diff MLP GFP+ MAC1+ % 0.7.
